Assay outcomes (PubChem)
CHRM5 PAM: potentiates acetylcholine response at human M5 receptor; P08912; CHO-K1 hM5, Fluo-8 calcium, ACh EC20 PAM; 0% = ACh EC20, 100% = ACh EC100; activation, % at 3 µM; 360,000 tested, 0.3% active;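 active = activation above the run cutoff, the mean activation of all test compounds plus 3 SD, cut at about 18% in these data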
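Measured by: Fluo-8 calcium fluorescence; material: human M5 receptor in CHO-K1 cells; schedule: Post-acetylcholine fluorescence recording 140 s; benchmarks: low control EC20 acetylcholine (0%), high control EC100 acetylcholine (100%); read-out: Max/basal fluorescence ratio as % of EC20–EC100 ACh window; compound: single dose, 3 µM nominal final test concentration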
CHRM4 agonist: CHRM4 agonism in calcium assay; P08173; CHO-K1 hM4/Gqi5, Fluo-8 calcium fluorescence; vehicle 0%, full acetylcholine response 100%; activation, % at 3 µM; 360,000 tested, 0.14% active; AID 624127;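 active = activation above the run mean over all test wells plus 3 SD, cut at about 32% in these data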;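 also: peak over basal fluorescence ratio per well then scaled between controls; 0% = DMSO wells and 100% = acetylcholine at EC100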
M5 antag: antagonists of human muscarinic M5 receptor (CHRM5). P08912. CHO-hM5 cells, Fluo-8 calcium fluorescence, ACh EC80. inhibition, % at 3 µM. 360,000 tested, 0.59% active. AID 624040;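 active = inhibition above a per-plate cutoff, the mean of that plate's test compounds plus 3 SD, cut at about 27% in these data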;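 also: 0% = acetylcholine EC80 with DMSO and 100% = DMSO without agonist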
CHRM1 agonist: agonists of human M1 muscarinic receptor; 360,000 tested, 0.33% active; activation, % at 3 µM; CHO-K1 hM1, Fluo-8 calcium fluorescence, agonist mode; 0% DMSO, 100% acetylcholine EC100;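 active = activation above the run's mean compound activation plus 3 SD, cut at about 16% in these data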;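 also: peak over basal fluorescence ratio within a 140 s kinetic read after compound addition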
Target sequence (P11229 whole entry, looked up): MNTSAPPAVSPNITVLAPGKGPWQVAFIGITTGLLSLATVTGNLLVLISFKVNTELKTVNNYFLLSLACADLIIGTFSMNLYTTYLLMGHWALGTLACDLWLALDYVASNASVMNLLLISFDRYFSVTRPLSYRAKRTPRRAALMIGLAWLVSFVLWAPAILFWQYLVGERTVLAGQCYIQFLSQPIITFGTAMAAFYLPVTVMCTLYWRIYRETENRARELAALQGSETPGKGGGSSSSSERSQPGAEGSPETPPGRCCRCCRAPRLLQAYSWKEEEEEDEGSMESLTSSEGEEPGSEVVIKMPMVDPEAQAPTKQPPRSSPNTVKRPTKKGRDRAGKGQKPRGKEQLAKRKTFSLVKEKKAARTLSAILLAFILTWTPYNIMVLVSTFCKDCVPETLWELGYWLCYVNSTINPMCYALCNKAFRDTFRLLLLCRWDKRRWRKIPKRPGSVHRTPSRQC
TAAR1 agonist: human TAAR1 agonism | Q96RJ0 | CHO RD-HGA16 TAAR1, Fluo-8 calcium fluorescence; vehicle wells 0%, saturating PEA agonist 100% | activation, % at 3 µM | 360,000 tested, 0.99% active;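 active = activation above the mean activation of all test compounds in the run plus 3 SD, cut at about 38% in these data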
Target sequence (Q96RJ0 whole entry, looked up): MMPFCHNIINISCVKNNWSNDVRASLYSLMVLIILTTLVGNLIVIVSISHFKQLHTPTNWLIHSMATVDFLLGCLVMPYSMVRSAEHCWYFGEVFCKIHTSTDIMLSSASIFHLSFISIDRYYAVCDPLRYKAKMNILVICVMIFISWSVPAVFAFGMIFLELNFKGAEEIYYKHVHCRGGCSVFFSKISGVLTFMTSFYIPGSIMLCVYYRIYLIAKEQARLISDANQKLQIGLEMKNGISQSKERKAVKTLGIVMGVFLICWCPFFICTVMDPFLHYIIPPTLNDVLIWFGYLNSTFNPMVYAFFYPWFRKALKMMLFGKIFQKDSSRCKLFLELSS
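Test system: RD-HGA16 (CHO) cells co-expressing Gα16 and hTAAR1 | Doses: Single dose, 3 µM | Schedule: 17-24 h seeding, 75 min 37 °C dye, 30 min RT | Evaluation: % activation from peak over basal fluorescence ratio, DMSO-to-PEA scaled | Technique: Kinetic Fluo-8 calcium fluorescence | Benchmarks: Low control DMSO, high control PEA (EC100)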
CHRM5 agonist: agonists of human muscarinic M5 receptor (CHRM5); P08912; CHO-K1 hM5 cells, Fluo-8 calcium fluorescence; 0% DMSO wells, 100% maximal acetylcholine response; activation, % at 3 µM; 360,000 tested, 0.19% active; AID 624037;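 active = activation above the run's mean over test compounds plus 3 SD, cut at about 23% in these data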;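 also: signal is peak over basal fluorescence ratio across the kinetic read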
M4 antag: blocks acetylcholine activation of human M4 receptor | CHO-hM4 cells, ACh EC80, Fluo-8 calcium fluorescence | 360,000 tested, 0.73% active | P08173 | inhibition, % at 3 µM;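 active = inhibition above its plate's cutoff, the mean inhibition of sample wells plus 3 SD, cut at about 27% in these data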;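 also: 0% = acetylcholine EC80 with DMSO and 100% = DMSO without agonist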
M1 PAM: positive allosteric modulators of human M1 muscarinic receptor; AID 588819; CHO-K1 hM1, Fluo-8 calcium fluorescence, ACh EC20; 0% = ACh EC20, 100% = maximal ACh; activation, % at 3 µM; 360,000 tested, 0.088% active; P11229; in the data active = activation above about 19%, passing the limit was not always enough
M1 antag: antagonists of human M1 muscarinic receptor; P11229; CHO-K1 hM1, Fluo-8 calcium fluorescence, ACh EC80 antagonist; inhibition, % at 3 µM; 360,000 tested, 1.3% active; AID 588852;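 active = percent inhibition above its own plate's cutoff, namely the mean of that plate's compound wells plus 3 SD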;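 also: peak over basal fluorescence ratio during 140 s after agonist addition; 0% = ACh EC80 plus DMSO and 100% = DMSO alone without agonist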
The depositor's hits bear a star; x = no result given.

SMILES	CHRM5 PAM	CHRM4 agonist	M5 antag	CHRM1 agonist	TAAR1 agonist	CHRM5 agonist	M4 antag	M1 PAM	M1 antag
C/C(CC(=O)Nc1ccc(N(C)C)cc1)=N\NC(=O)Cc1csc(N)n1	0.6	0.1	0.6	-2.8	1.1	0.4	-3.1	14.0	-11.8
O=C(NNC(=O)c1ccc2ccccc2c1O)NC1CCCCC1	5.2	0.9	-10.5	-2.9	1.1	-2.7	-0.4	6.4	-9.3
C/C(=C\C(=O)c1ccccc1)Nc1ccc(Br)c(Cl)c1	0.4	3.0	5.8	-2.2	2.0	-0.8	11.3	8.5	-15.5
CC1CCCC(C)N1C(=O)COC(=O)c1ccco1 (stereo unspecified)	3.9	0.6	5.2	-2.9	1.1	-0.4	-5.4	1.7	-4.3
CC(C)(C)C1CCC(=O)C(C2(O)C(=O)Nc3ccccc32)C1 (stereo unspecified)	-0.1	0.4	3.4	-4.2	6.5	0.8	2.6	2.9	0.1
COc1ccccc1CNC(=O)Cc1csc(NC(=O)Nc2ccccc2OC)n1	-26.8	21.6	20.3	-0.6	14.2	2.7	0.5	-8.7	17.2
O=C(CN1C(=O)c2ccccc2C1=O)NCC1COc2ccccc2O1 (stereo unspecified)	-2.1	0.7	-0.1	0.4	6.3	-1.9	-4.6	0.6	-13.3
c1ccc(CNc2nc(NCc3ccccc3)c3ccccc3n2)cc1	-21.3	44.9*	39.4*	5.9	x	9.8	48.8*	-15.5	33.0
CC(=O)c1cccc(-c2cnc3c(NC=O)cc(-c4ccccc4)cn23)c1	-5.7	17.9	5.5	1.8	5.0	2.7	5.1	-19.6	25.9
CCOc1ccccc1-n1c(SCC(=O)NCc2ccco2)nnc1-c1ccncc1	-1.4	0.8	5.4	0.4	1.1	-2.3	2.8	9.0	-0.1
O=C(Nc1nccs1)c1cc(S(=O)(=O)N2CCOCC2)c(Cl)cc1Cl	-2.9	7.0	0.9	-2.1	4.6	3.2	-15.2	-4.7	-3.0
CCCOc1ccc(N2CC(C(=O)Nc3ccccc3F)CC2=O)cc1 (stereo unspecified)	-3.4	1.2	0.6	-2.7	18.5	-0.1	2.6	6.2	-11.3
N#C/C(=C/c1ccc(N2CCCCC2)o1)c1cccc(F)c1	-2.5	3.8	6.7	-2.7	22.2	1.5	-9.0	3.9	-2.1
CCNC(=S)NNC(=O)c1ccc(=O)n(Cc2ccccc2)c1	-1.1	0.1	2.5	-4.0	9.8	-0.1	8.2	-4.8	1.0
Cc1ccc(NCc2nnc(SCC(=O)Nc3ncc(C)s3)n2Cc2ccco2)c(C)c1	-0.3	-0.2	0.6	-2.1	8.3	0.3	5.0	8.0	-13.1
C(=Nc1cccc2c(N=Cc3ccco3)cccc12)c1ccco1	2.1	1.3	7.8	-9.1	x	-2.1	-0.7	3.9	-2.0
O=C(c1cc(-c2ccc(Cl)cc2Cl)on1)N1CCN(C(=O)c2ccco2)CC1	-4.9	2.4	-2.8	7.6	9.0	-4.9	-2.9	13.7	-19.6
CCc1noc(C)c1C(=O)NNC(=O)c1nn(C)c(=O)c2ccccc12	-4.4	0.8	17.6	-1.8	0.6	0.6	1.6	10.4	-8.0
CCn1c(SCC(=O)Nc2ccc(NC(C)=O)cc2)nnc1C1CC1	8.2	0.6	-12.6	-2.2	5.2	-2.4	-3.4	4.1	-6.6
O=C(Nc1ccc(F)cc1Cl)c1ccc2c(=O)n3c(nc2c1)CCCCC3	10.9	2.0	-11.3	-3.3	2.3	-6.5	-8.1	5.9	-25.8
COc1ccc(N2C(=O)N3[C@H](c4ccc(Cl)cc4)[C@@H]4C(=O)N(C5CCCCC5)C(=O)[C@@H]4[C@]3(C)C2=O)cc1	6.0	-0.1	5.1	-1.9	14.9	3.5	6.3	1.5	6.7
CCn1c(-c2ccc(C(C)(C)C)cc2)n[nH]c1=S	-9.1	5.8	-2.4	-1.0	7.5	1.0	-0.3	-11.9	21.8
O=C(COC(=O)C1CCN(S(=O)(=O)c2ccccc2)CC1)NCCc1ccccc1	-4.2	1.3	6.5	-3.5	3.5	1.4	6.8	5.9	-7.0
CC(NC(=O)C12CC3(C)CC(C)(CC(C)(C3)C1)C2)C(=O)O (stereo unspecified)	-19.3	17.6	22.2	-5.2	7.0	1.4	2.1	-6.6	4.0
COc1cc(/C=N/NC(=O)c2cc(-c3cccc(OC(C)C)c3)nc3ccccc23)ccc1O	-19.8	11.0	10.3	-1.1	1.0	4.4	11.6	-11.9	24.7
CCCc1nc2cc(C)c(Br)c(C)n2c1Cc1ccc(OC)cc1C	3.5	0.9	-14.1	x	0.1	1.0	-6.2	x	x
O=C(Nc1ccc(OC(F)(F)F)cc1)c1cccc(-n2cnnn2)c1	-4.6	11.0	2.3	-3.8	2.5	-1.9	-2.8	8.2	-8.8
CNc1ccccc1C(C)(C)c1cc(-c2ccco2)n[nH]1	5.3	6.0	-1.9	1.6	1.8	2.7	-4.0	18.9	-34.0
COc1ccc(CNC(=O)c2ccc(Cn3cc(Cl)cn3)o2)cc1	-7.5	0.9	20.0	-5.7	-1.4	-3.7	5.5	-4.7	5.5
NC(=O)c1cc(S(=O)(=O)N2CCN(c3cccc(Cl)c3)CC2)cs1	1.8	1.0	-4.7	1.4	1.1	-1.7	-2.6	10.7	-12.6
O=C(O)c1c[nH]c2nccnc12	-1.4	0.2	3.5	-1.0	1.3	0.7	-2.5	4.8	-13.5
COc1ccc(S(=O)(=O)N2CCCOC2CNC(=O)C(=O)NCCc2ccco2)cc1C (stereo unspecified)	2.9	4.0	0.1	-3.5	2.0	0.3	-8.0	3.6	-12.4
N#CCCN(C(=O)Nc1ccccc1)C1CCCCC1	0.1	0.6	-3.4	-1.5	-0.1	2.4	-7.4	3.5	-11.1
COc1ccccc1NC(=O)C1CCCN(C(=O)NCc2ccccc2)C1 (stereo unspecified)	2.5	1.4	2.5	-3.2	2.2	-1.8	7.3	14.7	-9.6
CCC(C(=O)N/N=C(\C)c1cccnc1)c1ccccc1 (stereo unspecified)	-9.1	0.6	9.6	-2.5	-1.7	-1.3	-2.3	10.4	-16.8
COc1ccc(Cc2nc3ccc(C(=O)NCCSC)cc3o2)cc1	-1.6	3.6	6.1	3.5	4.8	6.4	6.7	6.5	-13.9
CN(C(=O)c1ccccc1C(=O)OCC(=O)NCc1cccs1)C1CCCCC1	1.5	5.1	-2.5	-2.1	-0.6	3.0	-18.6	5.0	0.7
CC(C)(C)[C@@H]1C=C(C(=O)O)[C@H](c2ccc(Cl)cc2)N1S(=O)(=O)c1ccccc1	2.5	-0.6	-10.4	-0.3	0.9	1.1	-11.6	21.1	-17.9
CC(C)(C)c1ccc(-n2ncc3c2CCCC3NC(=O)CN2CCOC2=O)cc1 (stereo unspecified)	-2.4	5.3	9.5	0.9	6.4	-1.7	-3.9	10.1	-6.3
COc1cc(S(=O)(=O)N2CCCCCC2)ccc1-n1cnnn1	-6.7	1.5	5.4	-4.1	5.5	-0.3	2.3	-11.1	21.2
COc1cc(CN2CCNC(=O)C2CC(=O)N(C)CCCN2CCOCC2)cc(OC)c1 (stereo unspecified)	1.7	1.1	12.0	-3.4	1.4	-2.9	-9.4	3.0	-6.2
CC(C)(C)CC(=O)Nc1ccc(Nc2ccccc2)cc1	0.8	4.7	3.6	1.9	13.7	5.1	4.8	4.0	-21.2
Cc1nc2ccc(N)cc2c(=O)n1Cc1ccc(Cl)cc1	16.2	4.5	-19.8	1.8	6.9	0.1	-2.4	12.8	-19.9
CCCn1c(=O)c2ccccc2n2c(SCC(=O)c3ccc(CC)cc3)nnc12	-4.2	1.1	-0.3	-2.4	7.4	-2.1	10.0	2.5	-3.4
O=C(c1cccc([N+](=O)[O-])c1)N1CCN(C/C=C/c2ccccc2)CC1	5.1	4.8	1.0	-4.4	0.9	-3.3	-6.1	-0.1	-2.7
O=C(NCc1ccccc1)c1cc(C2CCCCN2C(=O)c2ccccc2)on1 (stereo unspecified)	-1.6	1.2	5.4	-6.1	1.7	0.3	-8.1	4.3	-10.6
CCCCNC(=O)C1CC(c2ccc(C(F)(F)F)cc2)=NO1 (stereo unspecified)	-6.0	5.6	12.2	0.8	12.4	5.4	1.3	-3.1	-0.3
COc1ccc(C2(C(=O)Nc3ccc(C(=O)N4CCOCC4)cc3)CCOCC2)cc1	-8.3	4.2	5.2	-3.5	2.3	-4.6	2.9	-0.8	1.9
CC(=O)/C(N=Nc1ccc2c(c1)OCCO2)=C(\C)O	0.1	0.2	-6.0	-3.2	3.3	1.1	1.3	-0.4	7.1
Cc1cc(Sc2nc(N(C)C)nc(N(C)C)n2)nc(Cl)n1	3.7	-0.3	7.8	-4.8	3.5	-3.1	3.8	5.0	-8.9
Cc1ccc(C(=O)C(C)OC(=O)C2CCN(c3ccc(C(F)(F)F)cn3)CC2)cc1 (stereo unspecified)	-6.3	0.5	11.7	-1.5	-0.1	-3.7	-5.0	1.7	2.0
COc1cccc(OCc2cc(/C=N/NC(=O)c3ccn[nH]3)ccc2OC)c1	-5.6	3.6	-0.8	-2.5	2.5	-0.7	-0.5	1.7	-19.2
O=C1c2ccccc2C(Nc2ccc(S(=O)(=O)N3CCOCC3)cc2)N1c1cccnc1 (stereo unspecified)	-1.9	2.0	-4.0	-5.6	3.7	0.6	-6.4	-0.3	-0.7

Only part of the results is shown (hit frequency here may not be typical).
